Bioassay records as filed in PubChem.
HTR5A ag ctr: counter-screen for OPRM1-OPRD1 agonists: human HTR5A agonism. P47898. HTR5A agonist assay, luminescence, cell-based. activation, % at 9.3 µM. hit rate 0.61% among 340,000; in the data active means activation mostly above about 9.5%, no sharp cut-off; inactive means mostly below about 7.6%;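 further: 0% = cells with vehicle only and 100% = reference agonist; strong numbers were not always called active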
Target sequence (P47898 whole entry, looked up): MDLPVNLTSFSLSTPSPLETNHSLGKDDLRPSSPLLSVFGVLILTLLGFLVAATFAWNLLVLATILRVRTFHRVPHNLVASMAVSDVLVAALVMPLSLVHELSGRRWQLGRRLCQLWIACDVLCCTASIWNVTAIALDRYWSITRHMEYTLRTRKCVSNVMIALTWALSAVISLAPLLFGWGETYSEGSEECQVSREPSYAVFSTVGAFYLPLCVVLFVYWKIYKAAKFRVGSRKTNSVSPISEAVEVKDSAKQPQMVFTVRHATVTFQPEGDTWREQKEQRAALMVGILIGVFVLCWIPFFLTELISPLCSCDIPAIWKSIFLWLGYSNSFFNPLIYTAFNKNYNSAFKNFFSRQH
Keap1 Nrf2 FP: inhibitors of human Keap1-Nrf2 protein-protein interaction. Keap1 Kelch-Nrf2 peptide fluorescence polarization, 1536-well. inhibition, % at 9.4 µM. hit rate 0.15% among 340,000. AID 504523; in the data active means inhibition above about 12%;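 further: human Keap1 Kelch domain with fluorescein labeled Nrf2 9mer peptide probe; 0% = neutral control wells and 100% = peptide positive control; higher means more block of Keap1 binding to Nrf2 peptide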
Target sequence (Q14145 whole entry, looked up, the tested form may be a part): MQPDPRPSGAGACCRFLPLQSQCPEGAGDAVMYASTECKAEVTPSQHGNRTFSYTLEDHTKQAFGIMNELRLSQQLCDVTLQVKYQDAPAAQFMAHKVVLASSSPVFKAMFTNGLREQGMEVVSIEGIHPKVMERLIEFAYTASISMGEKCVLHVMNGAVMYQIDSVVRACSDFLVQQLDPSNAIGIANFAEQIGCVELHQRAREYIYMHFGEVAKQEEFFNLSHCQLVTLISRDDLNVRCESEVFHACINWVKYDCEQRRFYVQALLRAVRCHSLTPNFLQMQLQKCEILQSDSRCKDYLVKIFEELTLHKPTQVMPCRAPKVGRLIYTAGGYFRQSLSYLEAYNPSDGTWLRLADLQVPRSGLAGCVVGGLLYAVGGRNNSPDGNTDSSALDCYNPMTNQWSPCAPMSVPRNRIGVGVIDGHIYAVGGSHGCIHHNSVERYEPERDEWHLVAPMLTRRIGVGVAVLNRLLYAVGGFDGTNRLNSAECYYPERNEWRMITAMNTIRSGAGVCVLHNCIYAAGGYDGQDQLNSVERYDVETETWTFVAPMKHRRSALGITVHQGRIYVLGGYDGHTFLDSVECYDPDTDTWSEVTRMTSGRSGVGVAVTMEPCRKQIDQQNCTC
V-ATPase pHluor: yeast V-ATPase proton transport regulation by pHLuorin | hit rate 0.37% among 350,000 | AID 504577 | S. cerevisiae, pHLuorin cytosolic pH fluorescence | response, % at 10 µM; in the data active means response mostly above about 7.3%, no sharp cut-off; inactive means mostly below about 5.4%; further: actives read high; inactives centre near 0; some compounds called inactive have numbers as strong as hits; reference of the scale not given here
MOR-DOR inv ag: mu-delta opioid heterodimer inverse agonism; cell-based MOR-DOR heterodimer luminescence; inhibition, % at 9.3 µM; P35372+P41143; hit rate 0.21% among 340,000; AID 504357; in the data active means inhibition above about 22%, passing the limit was not always enough;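 further: 0% = cells with DMSO and 100% = wells without cells with DMSO; values of inactives mirror those of a sister screen read the other way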
Cardiac RTF inh: cardiac RTF calcium desensitization. AID 493244. hit rate 0.12% among 340,000. IANBD-labeled cardiac RTF, Ca2+ fluorescence. inhibition, % at 7.15 µM;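 active means inhibition above the mean inhibition of all tested compounds plus 3 SD, cut at about 17% in these data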;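 further: assay run at fixed EC70 calcium of 1.6 mM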
cardiac RTF act: cardiac RTF calcium sensitization; IANBD-labeled TnC RTF fluorescence at EC20 calcium; 0% EC20 calcium, 100% full calcium; hit rate 0.24% among 340,000; activation, % at 7.2 µM; P19429+P45379; AID 493008;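 active means activation above the mean over all tested compounds plus 3 SD, cut at about 30% in these data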;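 further: rise in fluorescence read as greater calcium sensitivity of cardiac thin filaments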
C-LANA FP: KSHV C-LANA DNA binding inhibition; MBP-C-LANA/FAM-LBS DNA binding, fluorescence polarization; inhibition, % at 9 µM; hit rate 0.078% among 340,000; AID 504423;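 active means highest replicate inhibition at or above 60% at 9 µM, even if other replicates fall short; inactive means all replicates below 60% inhibition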;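 further: 0% = neutral control wells and 100% = 4 µM acridine orange control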
OPRM1-OPRD1 ag: OPRM1-OPRD1 heterodimerization agonism. P35372+P41143. AID 504326. hit rate 0.3% among 340,000. activation, % at 9.3 µM. cells, luminescence; in the data active means activation above about 18%;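 further: 0% = vehicle-treated cells and 100% = reference agonist; values of inactives mirror those of a sister screen read the other way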
CAL-PDZ inh HTS: blocks peptide binding to the human CAL PDZ domain; purified CAL PDZ, TMR-peptide fluorescence polarization, 1 h; Q9HD26; hit rate 0.92% among 300,000; AID 602252; inhibition, % at 24.9 µM;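 active means mean inhibition of at least 30% with at least half of replicates also reaching 30%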;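 further: 0% = DMSO neutral control and 100% = excess unlabeled competitor peptide PRC23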
HTR5A inv ag: HTR5A inverse agonism, opioid heterodimer counter-screen; AID 504634; hit rate 0.083% among 340,000; P47898; HTR5A cell line, luminescence; inhibition, % at 9.3 µM; in the data active means inhibition mostly above about 23%, no sharp cut-off; inactive means mostly below about 18%;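 further: 0% = cells with DMSO and 100% = no-cell wells with DMSO; some compounds called inactive have numbers as strong as hits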
Active calls of the source: *; x = no result given.

SMILES	HTR5A ag ctr	Keap1 Nrf2 FP	V-ATPase pHluor	MOR-DOR inv ag	Cardiac RTF inh	cardiac RTF act	C-LANA FP	OPRM1-OPRD1 ag	CAL-PDZ inh HTS	HTR5A inv ag
O=C(c1cc(-c2cccs2)on1)N1CCOCC1	-1	-3	1	7	-3	-2	-0.1	-1.2	-2	-4
COc1ccc(CSc2nnc(N)s2)cc1F	2	-5	1	2	8	1	0.4	-0.4	-3	-15
Cc1ccc(C(=O)CC2(O)C(=O)N(C)c3ccc(Br)cc32)c(C)c1 (configuration not stated)	-3	-3	0	6	-1	1	-0.2	-1.2	x	8
Cc1nnc(SCC(=O)N/N=C/c2ccc(-c3ccc(C)c(Cl)c3)o2)s1	7	-7	2	3	-2	4	-1.9	-0.5	-3	8
Cc1ccc(OC(=S)Nc2ccc(F)cc2)cc1	-3	0	-2	15	-4	-1	-1.0	-2.8	3	0
CCC(=O)c1ccc(OCC(O)CN2CCN(c3ccc(F)cc3)CC2)cc1 (configuration not stated)	5	-2	6	7	-13	2	0.0	-1.3	-7	0
Cc1ccc(-c2cc(C(=O)Nc3c(C)n(C)n(-c4ccccc4)c3=O)no2)cc1	-2	3	1	5	-4	-2	-0.4	-1.1	3	-19
Cn1nnnc1Sc1ncnc2scc(-c3ccc[nH]3)c12	-2	-14	1	14	1	1	3.3	-2.5	1	5
COc1cccc(CNc2cnc3ccccc3c2)c1O	3	-4	1	-11	0	-2	-0.3	1.9	2	14
O=c1c(Cl)c(O)c2cccc3c4ccccc4n1c23	3	2	-5	14	3	4	-0.5	-2.7	-3	26
O=C(O)CC1(CC(=O)Nc2cccc(C(F)(F)F)c2)CCCC1	0	4	-2	19	3	-5	1.3	-3.5	-3	-1
CCOc1ccccc1CN1CCNC(=O)C1CC(=O)NCCC1=CCCCC1 (configuration not stated)	-5	-3	-4	-4	-12	-2	-0.4	0.7	6	5
COc1ccc(CNC(=O)CSc2nnc(Cn3nnc4ccccc43)n2C)cc1	3	-1	1	0	1	-2	0.8	0.1	-6	11
CCOC(=O)c1sc(NC(=O)c2ccc(Cl)s2)cc1C	1	1	-3	0	-6	-6	-1.2	0.0	0	-4
CN(C)c1ccc(/C(=N\O)C(F)(F)F)cc1	2	1	0	-13	-6	5	-1.0	2.3	1	22
CCc1c(C2(O)CCCCC2)[nH]c2c(C(=O)OC)cc(Cl)cc12	1	-1	1	1	3	-5	0.8	-0.2	1	-12
Cc1ccc(NS(=O)(=O)c2ccc(C)c(C(=O)Nc3ccc(S(=O)(=O)Nc4onc(C)c4C)cc3)c2)cc1	-6	-5	1	11	0	2	4.9	-2.9	1	3
COc1cc(OC)cc(C(=O)Nc2cccc(-c3ccc(N4CCOCC4)nn3)c2)c1	12	1	3	-1	-6	-14	-0.3	0.2	-5	-32
Cc1nccn1Cc1ccccc1	2	-9	7	3	-6	10	-0.7	-0.5	-1	-6
Cc1occc1C(=O)N1CCCC(Nc2ccc(C(C)C)cc2)C1 (configuration not stated)	-1	4	0	8	-2	1	-1.8	-2.3	-1	-8
c1ccc(-c2noc(CSc3nnnn3-c3ccccc3)n2)cc1	1	3	0	-1	-8	8	1.2	0.3	x	-3
CC[C@]1(C(=O)OC)[C@H]2C(=O)N(C)C(=O)[C@H]2[C@H]2CN(C)C(=NCc3ccccc3)N21	-1	-1	0	14	-2	-3	-0.7	-2.8	0	3
Cc1cc(N2C(=O)C(O)=C(C(=O)c3cc4ccccc4o3)C2c2cccc(Cl)c2)no1 (configuration not stated)	-1	-1	5	4	-10	-3	-0.3	-0.8	-5	5
O=C(CC1CCCC1)Nc1ccc(Cl)c(S(=O)(=O)N2CCOCC2)c1	-2	-5	0	-7	-5	0	-2.0	1.3	-6	9
Cc1cccc(Nc2nc(N)nc(CN3CCN(c4ccc(F)cc4)CC3)n2)c1	7	1	-9	0	-9	-1	-0.6	0.1	8	-17
COCCCNC(=O)Cn1cnc2sc(C)c(S(=O)(=O)N3CC(C)CC(C)C3)c2c1=O (configuration not stated)	6	-1	-1	10	-5	1	0.7	-1.4	-2	-4
Cc1cc(C(C)(C)C)ccc1OCCN1CCCC1	-1	4	0	1	10	1	0.9	-0.2	13	-1
Cc1ccsc1CNn1cnnc1SCc1ccc(Cl)cc1	-1	3	-1	10	-6	6	1.8	-1.9	3	2
Cc1ccc(S(=O)(=O)N2CCOCC2)cc1NC(=O)CSc1ccccn1	-5	-6	1	12	-9	6	0.2	-2.4	0	11
COc1ccc(NC(=O)C(Cl)=C(Cl)Cl)cn1	2	1	-1	3	-3	1	1.8	-0.6	-4	-17
CC(=O)Cn1nnc2sc3c(c2c1=O)CCC(C(C)(C)C)C3 (configuration not stated)	0	2	6	8	-10	-4	0.0	-1.8	-5	-1
Cc1cc(=O)oc(C)c1C(=O)NCC1CCCO1 (configuration not stated)	-4	-5	1	11	3	1	0.2	-2.1	-4	16
O=C(CSc1nnc(-c2ccc(C(F)(F)F)cn2)s1)c1ccc(Cl)cc1	3	4	0	7	-4	3	0.5	-1.4	x	13
COC(=O)c1cn(C(=O)c2cccs2)c2ccccc12	3	-4	-1	-4	-8	0	-2.7	0.7	-2	2
Cc1ccc2c(c1)N(CC(=O)NC1CCCCCC1)C(=O)c1cccnc1O2	3	-1	-4	11	-8	1	1.7	-2.1	1	-4
COCCn1c(SCC(=O)Nc2cc(C)on2)nnc1C(C)C	-1	-2	1	-9	-3	3	0.9	1.1	x	-12
O=C(CSc1nc(N2CCOCC2)nc(N2CCOCC2)n1)Nc1cccc(C(F)(F)F)c1	1	0	3	4	-13	3	1.3	-0.9	-4	8
CCCC(=O)NC(c1ccccc1Cl)c1ccc2cccnc2c1O (configuration not stated)	2	6	-3	9	-1	3	0.5	-1.9	-8	-9
CCC(C)NC(=O)[C@H]1N2C(=O)c3c(ccc(OC)c3OC)C2SC1(C)C (some centres not stated)	-2	-5	4	-6	-15	-4	1.0	1.1	-1	9
CCS(=O)(=O)N1CCCC(C(=O)NCc2cccnc2)C1 (configuration not stated)	0	2	4	2	2	-1	0.5	-0.3	-2	-9
O=C(Nc1ccccc1C(=O)Nc1ccc(F)cc1)c1ccco1	3	-2	2	-9	1	-5	-0.7	1.3	-1	-4
COc1ccccc1CCc1nnc(CCC(=O)NC(C)Cc2ccsc2)o1 (configuration not stated)	9.9*	-2	-3	-11	5	4	-0.1	2.2	-2	-28
CC1CCCCN1S(=O)(=O)c1ccc(N(C(=O)c2cnccn2)C(C(=O)NC2CCCCC2)c2cccs2)cc1 (configuration not stated)	0	-2	1	11	-1	-1	0.9	-2.1	-1	-3
COCCNC(=O)C(c1ccc(C)o1)N(C(=O)c1snc(C(N)=O)c1N)c1ccc(C)c(C)c1 (configuration not stated)	4	-1	6	13	-13	-3	-0.1	-2.4	16	2
CCOc1cc(C(=O)OC(C)C(=O)Nc2ccc(NC(C)=O)cc2)ccc1OCC(=O)N1CCCCC1 (configuration not stated)	3	-4	2	0	1	2	1.3	-0.1	-2	-9
NC(=O)c1ccccc1OCCOCCOCCOc1ccccc1C(N)=O	-1	1	-3	10	-10	-3	-0.7	-1.8	x	-19
O=C1N[C@@H](Cc2ccccc2)COC(=O)[C@H](Cc2ccc(F)cc2)CC/C=C/C[C@@H]1CC(=O)N(CCO)Cc1ccccc1	-2	-4	-8	2	2	-1	2.5	-0.4	-3	37*
COc1cc2[nH]c(C(=O)N3CCN(c4ccccc4F)CC3)cc2c(OC)c1OC	-2	0	4	10	6	-7	0.0	-2.2	-1	5
CN(C)S(=O)(=O)c1ccc(C(=O)Nc2ccccc2C(=O)O)cc1	-1	-2	0	12	3	-7	-0.3	-2.9	5	20
CCC(C)C(=O)NCCc1ccc(S(N)(=O)=O)cc1 (configuration not stated)	-4	-2	4	-3	-7	6	-2.2	0.6	-10	17

The listing continues:
SMILES	HTR5A ag ctr	Keap1 Nrf2 FP	V-ATPase pHluor	MOR-DOR inv ag	Cardiac RTF inh	cardiac RTF act	C-LANA FP	OPRM1-OPRD1 ag	CAL-PDZ inh HTS	HTR5A inv ag
Cc1ccccc1OCC(O)Cn1nnc2ccccc21 (configuration not stated)	-3	-6	4	9	-7	-7	-2.4	-1.8	-1	6
O=C(CN1CCC(Cc2ccccc2)CC1)NC(=O)NCc1ccco1	-1	-1	-10	4	-5	-2	0.8	-0.8	-5	10
COc1cc(C)c(NC(=O)COc2ccc3c(c2)CCC3)cc1OC	3	-3	5	2	-4	3	0.5	-0.4	x	-11
O=c1[nH]cccc1-c1nc2ccccc2n1Cc1cccc(F)c1	1	-2	1	10	-1	4	-1.9	-2.1	-8	-3
Cc1ccc(CS(=O)Cc2ccc(C(=O)NCc3cccs3)o2)cc1 (configuration not stated)	-5	-2	-1	10	-4	1	-0.9	-1.9	x	9
COc1ccc(C)cc1S(=O)(=O)N1CCOCC1	x	-1	-1	x	x	x	0.6	x	1	x
Cc1cc(C)c2c(n1)sc1c(=O)[nH]c(SCc3ccccc3)nc12	2	-5	6	5	-9	-6	0.3	-0.9	-1	-10
Cc1c(C)n(C(=O)CN2CCC(C)CC2)c2ccccc12	-3	-1	-2	-15	2	1	-2.9	3.2	1	1
C=CCOc1c(Cl)cc(CNn2cn[nH]c2=S)cc1OC	-4	1	0	8	-6	3	2.0	-1.5	-4	10
O=c1oc2ccccc2c(N2CCC(c3ccccc3)CC2)c1[N+](=O)[O-]	-2	-3	3	23	-2	-2	-0.1	-4.5	0	16
Cc1cc(NC(=O)c2ccccc2Oc2ccccc2)no1	-2	-8	4	18	4	2	-1.0	-3.1	-1	-26
COC(=O)NCC(c1cccnc1)N1CCOCC1 (configuration not stated)	4	-1	4	7	-14	9	1.0	-1.2	x	-11
COc1cc(OC)c(NC(=O)C2CC(=O)N(c3ccc4c(c3)OCCO4)C2)cc1Cl (configuration not stated)	-2	0	-6	17	-1	-3	-0.9	-3.6	-3	10
O=c1c2ccccc2c(=O)n(-c2ccccc2)n1-c1ccccc1	1	-1	-4	15	-2	-7	0.9	-3.0	-6	-4
COc1ccccc1/C=C/CN1CCOCC1	-1	-3	0	0	-9	-4	1.3	-0.1	-1	-6
Cc1ccc(C(=O)NNC(=O)C2CCN(Cc3ccccc3)CC2)cc1	-7	2	0	15	-4	-1	1.6	-3.1	1	16
O=C(Nc1ccccc1Cl)C(=O)c1cn(CC(=O)N2CCOCC2)c2ccccc12	-3	-7	-1	16	3	-2	0.0	-3.0	-1	14
CC(=O)Nc1ccc(C(=O)OCC(=O)Nc2ccccc2F)cc1	0	4	-1	8	-11	0	-0.2	-1.8	-13	-1
COc1ccc(NS(=O)(=O)c2cccc(C(=O)N3CCN(Cc4ccc5c(c4)OCO5)CC3)c2)cc1	1	-4	-3	1	-5	-2	0.2	-0.3	-2	-7

An excerpt of these results, with bars between the fields:
Structure | HTR5A ag ctr | Keap1 Nrf2 FP | V-ATPase pHluor | MOR-DOR inv ag | Cardiac RTF inh | cardiac RTF act | C-LANA FP | OPRM1-OPRD1 ag | CAL-PDZ inh HTS | HTR5A inv ag
COc1cc(OC)c(NC(=O)C2CC(=O)N(c3ccc4c(c3)OCCO4)C2)cc1Cl (configuration not stated) | -2 | 0 | -6 | 17 | -1 | -3 | -0.9 | -3.6 | -3 | 10
O=c1c2ccccc2c(=O)n(-c2ccccc2)n1-c1ccccc1 | 1 | -1 | -4 | 15 | -2 | -7 | 0.9 | -3.0 | -6 | -4
